VHR inh abs = blocks human VHR1 dual specificity phosphatase. P51452. recombinant VHR phosphatase, pNPP absorbance. inhibition, % at 13.3 µM. hit rate 0.52% among 290,000; in the data active means inhibition above about 50%; further: some compounds called inactive have numbers as strong as hits
CCHFV vOTU inh = CCHFV vOTU protease inhibition; Pep-AMC fluorescence; inhibition, % at 11.5 µM; hit rate 0.55% among 370,000; AID 651958; in the data active means inhibition above about 30%; further: 0% = vehicle wells with enzyme and 100% = no enzyme wells
Y pestis TopoI = Y. pestis Topo-I inhibition via cleavage products. hit rate 0.064% among 360,000. activity, % at 10 µM. AID 504884. Y. pestis Topo-I cleavage product accumulation, plate reader; in the data active means activity above about 50%, passing the limit was not always enough; inconclusive means no clear call, values can overlap the other calls; further: inactives centre near 2
Rv3671c protease = Rv3671c (M. tuberculosis) protease inhibition | P9WHR9 | inhibition, % at 5.96 µM | hit rate 0.048% among 320,000; in the data active means inhibition above about 38%;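 further: extracellular domain of Rv3671c used as enzyme; 0% = enzyme with DMSO and 100% = no enzyme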
MazF activator = increases E. coli MazEF RNase cleavage of RNA; AID 504720; FAM/BHQ RNA-DNA oligo cleavage fluorescence, 5 h; hit rate 0.32% among 350,000; activation, % at 20 µM; in the data active means activation above about 50%
BH1578 lux ind = induces V. cholerae light production without autoinducers; V. cholerae BH1578 lux reporter, luminescence, 6 h; activation, % at 18.7 µM; hit rate 0.16% among 350,000; AID 588436; in the data active means activation mostly above about 9.7%, no sharp cut-off; inconclusive means no clear call, values can overlap the other calls; inactive means mostly below about 3.7%; further: not every result past the cut was called active; inactives centre near 0; reference of the scale not given here
SARS 3CLpro inh = SARS-CoV 3CLpro protease inhibition; P0C6X7; recombinant SARS-CoV 3CLpro, quenched FRET peptide cleavage; inhibition, % at 6 µM; hit rate 0.14% among 290,000; AID 1706; in the data active means inhibition above about 12%
PrPC surface inh = cell surface PrPC inhibition, primary TR-FRET screen. TR-FRET read-out. hit rate 0.43% among 370,000. P04156. inhibition, % at 13.8 µM. AID 720596; in the data active means inhibition above about 24%; further: 0% = median of the test wells and 100% = reference compound wells
PriA SSB inh = blocks PriA binding to SSB C-terminal tail. hit rate 0.6% among 430,000. AID 1272365. inhibition, % at 33 µM. AlphaScreen SSBct-PriA binding, biotinylated peptide; in the data active means inhibition mostly above about 37%, no sharp cut-off; inactive means mostly below about 20%;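 further: plate controls were negative control peptide for no effect and reference peptide for full effect; strong numbers were not always called active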
TcdB GH inh = blocks C. difficile toxin B glycohydrolase activity; inhibition, % at 9.99 µM; P18177; hit rate 0.24% among 350,000; TcdB glycohydrolase enzymatic assay, plate reader; AID 652162; in the data active means inhibition above about 10%
The depositor's hits bear a star; i = inactive; ? = inconclusive; . = no result given.

SMILES | VHR inh abs | CCHFV vOTU inh | Y pestis TopoI | Rv3671c protease | MazF activator | BH1578 lux ind | SARS 3CLpro inh | PrPC surface inh | PriA SSB inh | TcdB GH inh
COc1ccc(NS(=O)(=O)c2cccc(C(=O)N/N=C/c3cn(-c4ccccc4)nc3-c3ccc(OC)cc3)c2)cc1 | 7 | 11 | -3 | -9 | -20 | i | -1 | 14 | i | 0.1
COc1cc(NC(=O)c2noc3c2CCCC3)c(OC)cc1Cl | -4 | . | -10 | -6 | -21 | -0.5 | 0 | . | -8 | 0.9
CSc1ncc2ncn(C3OC(CO)C(O)C3O)c2n1 (configuration not stated) | 2 | 14 | -8 | 1 | 5 | i | 4 | -6 | -4 | 1.6
CCN(CC)S(=O)(=O)c1ccc2c(c1)c(=O)c(C(=O)NCCc1ccc(OC)c(OC)c1)cn2C | 40 | -5 | 13 | . | 12 | -0.5 | 4 | 2 | 3 | 1.7
CC(C)(C)C1=CC(=O)C(=O)C(C(C)(C)C)=C1 | 2 | . | -9 | -3 | 10 | -0.7 | 0 | . | -16 | .
CC(c1ccccc1)N1C(=O)c2ccccc2C1(O)Cc1ccccc1 (configuration not stated) | 7 | 4 | -2 | -4 | 4 | 0.4 | -6 | -1 | -1 | 2.8
Cc1[nH]nc2c1C(c1cccc(OC(=O)N3CCOCC3)c1)C(C#N)=C(N)O2 (configuration not stated) | 28 | 4 | 1 | -4 | 6 | 4.5 | -1 | 7 | -14 | .
CCOC(=O)[C@@H](C)N(Cc1ccc(OC)cc1)S(=O)(=O)N(Cc1ccccc1)[C@H](C(=O)OC)C(C)C | . | 8 | 18 | 2 | 2 | -1.6 | . | -4 | -11 | 1.2
Cc1ccc2c(c1)-c1c(ssc1=S)C(C)(C)N2C(=O)CN1C(=O)c2ccccc2C1=O | 5 | 7 | 15 | 0 | 13 | 10 | 7 | -1 | -13 | .
CCc1nnc(NC(=O)C2CCN(c3cnccn3)CC2)s1 | 6 | 0 | 2 | -5 | -3 | -0.3 | -1 | -1 | -7 | .
Cc1ccccc1NC(=O)Cc1nc(COC(=O)CSc2ccc(F)cc2)cs1 | . | 0 | 29 | . | 1 | i | . | 5 | . | 0.4
COc1ccc(N2C(=O)C3CCCN3C2c2cccc(F)c2)cc1Cl (configuration not stated) | 19 | 13 | 3 | 2 | -7 | -0.4 | -1 | 6 | -8 | .
CC1Cc2ccccc2N1C(=O)COC(=O)/C=C/c1ccc(F)cc1 (configuration not stated) | . | -7 | 23 | -3 | -4 | i | . | -4 | -10 | 1.7
CCC(C)NC(=O)C1c2ccccc2C(=O)N(c2ccc(OC)cc2)C1c1ccc(OC)cc1 (configuration not stated) | -4 | -2 | 6 | 4 | 0 | 2.9 | -4 | -2 | -11 | .
Cc1csc(=O)n1CC(=O)OCC(=O)NCc1ccc(Cl)cc1Cl | . | -2 | 5 | 4 | -3 | i | . | -2 | 0 | -2.3

Full records from above. Order of screens: VHR inh abs, CCHFV vOTU inh, Y pestis TopoI, Rv3671c protease, MazF activator, BH1578 lux ind, SARS 3CLpro inh, PrPC surface inh, PriA SSB inh, TcdB GH inh
Results for `COc1ccc(NS(=O)(=O)c2cccc(C(=O)N/N=C/c3cn(-c4ccccc4)nc3-c3ccc(OC)cc3)c2)cc1` = 7, 11, -3, -9, -20, i, -1, 14, i, 0.1
Results for `COc1cc(NC(=O)c2noc3c2CCCC3)c(OC)cc1Cl` = -4, ., -10, -6, -21, -0.5, 0, ., -8, 0.9

A different layout for some results above.
Cc1ccc2c(c1)-c1c(ssc1=S)C(C)(C)N2C(=O)CN1C(=O)c2ccccc2C1=O
  VHR inh abs: 5; CCHFV vOTU inh: 7; Y pestis TopoI: 15; Rv3671c protease: 0; MazF activator: 13; BH1578 lux ind: 10; SARS 3CLpro inh: 7; PrPC surface inh: -1; PriA SSB inh: -13; TcdB GH inh: .

CCc1nnc(NC(=O)C2CCN(c3cnccn3)CC2)s1
  VHR inh abs: 6; CCHFV vOTU inh: 0; Y pestis TopoI: 2; Rv3671c protease: -5; MazF activator: -3; BH1578 lux ind: -0.3; SARS 3CLpro inh: -1; PrPC surface inh: -1; PriA SSB inh: -7; TcdB GH inh: .

More structures follow.
SMILES | VHR inh abs | CCHFV vOTU inh | Y pestis TopoI | Rv3671c protease | MazF activator | BH1578 lux ind | SARS 3CLpro inh | PrPC surface inh | PriA SSB inh | TcdB GH inh
C[C@@H]1CN(Cc2nc(-c3cnccn3)no2)C[C@H](C)O1 | 22 | 6 | 0 | 10 | 5 | -0.3 | 3 | 10 | -10 | -8.5
O=C(NCc1ccc2c(c1)OCO2)C1CC(=O)N(CCc2ccc(F)cc2)C1 (configuration not stated) | 16 | -9 | 2 | 4 | 0 | -1.2 | -5 | 3 | -4 | 0.7
COc1cccc(C2Nc3c(F)cc(Br)cc3C3C=CCC32)c1OC (configuration not stated) | 34 | -17 | -1 | -8 | -3 | -0.4 | -8 | 0 | 12 | .
COc1ccc(/C=C(/NC(=O)c2ccco2)C(=O)NCc2ccco2)cc1OC | 10 | 13 | ? | -9 | 7 | i | -5 | -7 | -5 | -0.7
Cc1nc2scc(-c3cccs3)c2c(=O)n1N | 11 | -17 | 3 | -9 | 8 | -0.2 | -11 | 4 | -4 | 2.2
CCCn1nnc2c(=O)oc3ccccc3c21 | -2 | -18 | -2 | -6 | -4 | -0.3 | 3 | 0 | -11 | .
CNC(=O)C(Sc1ccccc1)c1ccccc1 (configuration not stated) | -10 | -9 | 5 | -4 | 2 | -0.3 | -3 | 11 | -4 | .
CCOC(=O)Cn1c(=O)c2c(nc(N3CCCCC3)n2C)n(C)c1=O | 22 | 20 | -2 | -5 | 1 | i | 2 | 3 | -12 | .
COc1ccc(C(=O)Nc2ccc(NC(=O)C3CC3)nc2)cc1 | -8 | 11 | 1 | -2 | 5 | -0.2 | -1 | -4 | -8 | 1.9
O=S1(=O)[C@H]2C[C@H](CO)O[C@@]2(CO)CN1Cc1ccc(-c2cccc(Cl)c2)cc1 | . | 26 | 31 | . | -9 | i | . | 3 | 2 | 0.1
CC(C)Cn1c(=O)c2sccc2n2c(CCCC(=O)N3CCC(N4CCCCC4)CC3)nnc12 | 20 | 17 | 1 | 2 | 6 | -0.3 | -9 | 5 | -4 | 0.4
NS(=O)(=O)c1cccc(NC(=O)COC(=O)Cc2ccc(S(=O)(=O)N3CCCCC3)s2)c1 | 10 | -6 | -1 | -6 | 1 | -0.3 | 0 | -1 | 7 | 0.7
C[C@@H](C(=O)NCCCCCC(=O)O)n1nnc2ccccc2c1=O | 36 | 6 | 4 | -1 | 2 | 0.4 | -1 | 8 | -19 | 0.5
CC(C)NC(=O)NC(=O)COC(=O)c1c2c(nc3ccccc13)CCC2 | 7 | -14 | 4 | -2 | 6 | -0.6 | 6 | 13 | -10 | -0.8
COC(=O)c1ccccc1NC(=O)CSc1nc(-c2ccco2)cc(C(F)(F)F)n1 | 17 | -1 | 21 | 0 | -7 | i | -4 | 14 | -16 | 1.5
CC(=O)NC1=NC(=O)/C(=C/c2cc(C)n(-c3cccc(C(=O)O)c3)c2C)S1 | 12 | 13 | 7 | . | 13 | -0.2 | 0 | 2 | -3 | -0.7
CN1CCN(c2nc(-c3cccs3)cc(C(F)(F)F)n2)CC1 | 39 | -3 | 9 | -7 | 4 | . | 6 | -8 | -10 | .
O=C(CSC(=S)N1CCCC1)N(Cc1nnc(-c2ccccc2Cl)o1)C1CC1 | . | 14 | 34 | 0 | 3 | i | . | -9 | 5 | 0.5
O=C(CN1CCN(Cc2ccccc2Cl)CC1)N/N=C/c1ccccn1 | 21 | -10 | 4 | 1 | -21 | -0.3 | -3 | -1 | i | 3.3
CCOc1ccc(NC(=O)c2ccco2)cc1 | -10 | -9 | -11 | 0 | 7 | i | 3 | -2 | -9 | .
O=C1C2C3CCC(CC3)C2C(=O)N1c1ccccc1 (configuration not stated) | 12 | -12 | 3 | 4 | 0 | i | 5 | -1 | -8 | 0.8
O=C(Nc1ccccc1Cl)c1cc(C2CCCCN2S(=O)(=O)c2ccc(F)cc2F)on1 (configuration not stated) | . | 2 | 27 | . | . | -0.4 | . | 1 | . | 0.7
CC(C)c1csc(CN2CCC(C(=O)Nc3cccc(-c4ccco4)c3)CC2)n1 | . | 22 | 17 | . | 10 | -6.0 | . | 0 | . | -2.9
CN(CC(=O)NNC(=O)c1cccnc1)S(=O)(=O)c1cc(Cl)ccc1Cl | -2 | 12 | 3 | 6 | 7 | -0.3 | -1 | -5 | -5 | 0.9
COc1ccc2c(c1)c(C(C)=O)c(C)n2-c1ccccc1 | 4 | 10 | 2 | -3 | 8 | i | 4 | 11 | -9 | -4.4
CCC1CCCN1Cn1cnc2c([nH]c3ccccc32)c1=O (configuration not stated) | 2 | -13 | 4 | 6 | 3 | i | 3 | -2 | 2 | .
Cc1ccc(C2(C(F)(F)F)NC(=O)N3CCCN=C3S2)cc1 (configuration not stated) | 11 | -2 | 1 | 7 | -4 | 0.9 | 0 | 12 | -14 | 0.2
OCCN1CCN(c2nc(-c3ccccc3)nc3c2oc2ccccc23)CC1 | 7 | 10 | 1 | -1 | -4 | . | -8 | -2 | -10 | .
O=C(Cn1c(C(=O)O)cc2ccccc21)c1ccccc1 | 4 | -12 | 8 | 3 | -13 | 2.0 | 0 | 10 | -10 | -1.4
C[C@@H]1CN([C@H](C)CO)C(=O)c2cc(NS(=O)(=O)c3ccc(F)cc3)ccc2O[C@@H]1CN(C)Cc1ccc(Cl)c(Cl)c1 | . | 16 | 14 | -19 | -5 | -1.0 | . | -8 | 2 | 0.9
CN1CCN(C(=O)c2cnn(-c3ccccc3)c2NC(=O)c2ccc(Br)cc2)CC1 | -3 | 4 | 9 | -5 | 4 | -0.2 | 5 | 0 | -10 | 1.5
CNC(=O)c1sc(SC)cc1-c1ccc(Cl)cc1 | 19 | 7 | 12 | 11 | 4 | -1.1 | -1 | -16 | -15 | .
CC(c1ccco1)N(C(=O)c1ccc(S(=O)(=O)N2CCCCC2)cc1)c1ccccn1 (configuration not stated) | -10 | 2 | 3 | 1 | -10 | 5.0 | 2 | 3 | 7 | .
O=C(Nc1cccc(S(=O)(=O)N2CCCCCC2)c1)c1cncc(Br)c1 | . | -1 | 22 | -4 | 2 | i | . | 2 | 1 | 0.3
COCCCN(C(=O)c1cc2c(s1)CCCCC2)c1c(N)n(Cc2ccccc2)c(=O)[nH]c1=O | . | 1 | 22 | -4 | 0 | i | . | -4 | -3 | 0.1
O=C(CCC(=O)Nc1ccc(Br)cc1)N/N=C/c1cc([N+](=O)[O-])ccc1O | 7 | 5 | 0 | 8 | 19 | 0.8 | -4 | -3 | . | 1.5
O=C(c1cccc(N2CCCC2=O)c1)N1CCN(c2cccc(Cl)c2)CC1 | 11 | . | 24 | -2 | -4 | -7.3 | 5 | . | 1 | .
Cc1csc2c(=O)n(CCO)c(=O)[nH]c12 | 9 | 1 | -1 | -2 | 2 | -0.4 | 0 | -2 | -8 | -0.1
Cc1nn(-c2ccccc2)c(C)c1NC(=O)COC(=O)c1cc(Cl)ccc1O | . | -9 | 16 | 3 | -6 | -4.0 | . | 1 | -10 | 0.1
O=C(NCCS(=O)(=O)N1CCN(c2ccccc2F)CC1)c1ccc(Br)cc1 | 13 | 0 | 5 | -1 | -2 | -0.4 | 0 | 3 | -8 | 0.6
CC1(C)Cc2c(sc3ncn4nc(-c5ccco5)nc4c23)CO1 | . | 10 | 0 | 3 | 3 | -0.1 | -1 | 0 | -31 | .
O=C(COC(=O)c1ccc2c(c1)C(=O)N(Cc1ccco1)C2=O)NCC(F)(F)F | 26 | 3 | 4 | -2 | -12 | 0.2 | -1 | -2 | 5 | 1.1
COc1cc2[nH]c(C(=O)N3CCC4(CC3)OCCO4)cc2c(OC)c1OC | 21 | 14 | 10 | 0 | 1 | -0.3 | -6 | -5 | -11 | 1.4
CC(C)(C)NC(=O)NC12CC3CC(CC(C3)C1)C2 | 22 | -9 | 4 | -1 | 3 | 0.1 | 0 | 8 | -6 | 0.1
CCCCCc1c(C)[nH]c2nc3ccccc3n2c1=O | 2 | -14 | 5 | -5 | -1 | i | 0 | -2 | -2 | 1.0
COCCN(C(=O)c1snc(C(N)=O)c1N)C(C(=O)NC1CCCCC1)c1ccc(F)cc1 (configuration not stated) | 21 | -18 | 12 | 0 | 3 | -0.3 | 3 | -5 | -2 | 1.3

An excerpt; count on the stated rates, not on these rows.
